SENP1 FRET inh: inhibitors of human SENP1 SUMO protease catalytic domain | actives 0.21% (n = 360,000) | recombinant SENP1 catalytic domain, CyPet-SUMO1-YPet FRET cleavage | AID 624204 | inhibition, % at 10 µM;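 active = inhibition at least 30% at 10 µM, raw YFP signal under a set limit, fluorescence ratio 0.5 to 1.5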;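 also: 0% = enzyme with DMSO and 100% = no enzyme wells; some results filed as inactive read as strong as hits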
Target sequence (Q9P0U3 419-644 limits assumed): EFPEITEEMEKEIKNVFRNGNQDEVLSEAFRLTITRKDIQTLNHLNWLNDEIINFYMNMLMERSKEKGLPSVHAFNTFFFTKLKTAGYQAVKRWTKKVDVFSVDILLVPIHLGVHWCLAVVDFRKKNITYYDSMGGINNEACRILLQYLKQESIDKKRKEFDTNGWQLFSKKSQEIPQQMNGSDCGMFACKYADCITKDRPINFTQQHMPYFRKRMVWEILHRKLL
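Material: hSENP1 catalytic domain, recombinant; medium: Tris pH 8 with BME, BSA, NP40 and catalase; compound: single concentration of 10 µM compound, 0.5% DMSO final; technique: FRET read of cyan and yellow fluorescence; timing: 50 min enzyme reaction, room temperature, light-protected; reagent: SFCypet-SUMO1-SFYpet substrate at 25 nM; control set: no-enzyme low, enzyme-DMSO high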
The depositor's hits bear a star.

The first 4 entries, ahead of the listing:
SMILES | SENP1 FRET inh
CC(C)(C)OC(=O)N1CCc2onc(-c3ccc(N)cc3)c2C1=O | -4.0
COc1ccc(C(=O)N2c3cc4c(cc3C(C)=CC2(C)C)OCO4)cc1 | 2.2
C=C(C)Cn1c2ccc(NC(=O)NCc3ccc(F)cc3)cc2c(=O)n1C | -0.8
CC1(C(=O)Nc2ccc3c(c2)OCCO3)CCN1C(=O)C1(c2ccc(Cl)cc2)CC1 (stereo not given) | -1.3

Results, repeating the preview:
SMILES | SENP1 FRET inh
CC(C)(C)OC(=O)N1CCc2onc(-c3ccc(N)cc3)c2C1=O | -4.0
COc1ccc(C(=O)N2c3cc4c(cc3C(C)=CC2(C)C)OCO4)cc1 | 2.2
C=C(C)Cn1c2ccc(NC(=O)NCc3ccc(F)cc3)cc2c(=O)n1C | -0.8
CC1(C(=O)Nc2ccc3c(c2)OCCO3)CCN1C(=O)C1(c2ccc(Cl)cc2)CC1 (stereo not given) | -1.3
COc1cc(CN2CCC(C(=O)NC(c3ccccc3)c3ccsc3)CC2)cc(OC)c1 (stereo not given) | -2.3
O=C(Nc1cccc2nsnc12)c1cc2c(cc1Cl)Sc1nccn1S2(=O)=O | -11.6
O=C(Nc1nccs1)c1ccc2sc([C@H]3C[C@H](O)[C@@H](CO)O3)nc2c1 | -0.5
COc1ccccc1NS(=O)(=O)c1cc(NC(=O)c2ccccc2C)ccc1N1CCOCC1 | 1.3
O=C1c2ccccc2C(=O)N1C1C(=O)N2CCSC12C(=O)OCc1ccccc1 (stereo not given) | -0.6
COc1ccc(S(=O)(=O)N2CCCCC2)cc1C(=O)NC1CCS(=O)(=O)C1 (stereo not given) | -0.2
CCCCNC(=O)c1ccccc1C(=O)NC1(C(=O)NCCCC)CCCC1 | 1.3
COC(=O)c1cc(S(=O)(=O)NCC(C)c2ccccc2)c[nH]1 (stereo not given) | 1.7
Clc1cccc(Cc2c(-c3cccc(Cl)c3)nc3c4ccccc4ccn23)c1 | -68.9
COc1ccc2cc(CN(CC3COCCO3)S(=O)(=O)c3ccccc3)c(=O)[nH]c2c1 (stereo not given) | 2.2
CCCCNC(=O)c1nc(C2CCN(S(=O)(=O)c3ccccc3C(F)(F)F)CC2)oc1-c1ccccc1 | 1.8
N#Cc1c(-c2ccc(Cl)cc2)c(-c2ccc(Cl)cc2)nn(CCO)c1=O | 4.1
O=C(OCCOc1ccccc1F)c1cc(S(=O)(=O)N2CCOCC2)ccc1F | 0.4
CC1(C(=O)Nc2ccc3c(c2)OCO3)CCN1Cc1csc2ccccc12 (stereo not given) | -3.7
CCOC(=O)[C@]12CCCC=C1N(Cc1ccccc1)C(=O)[C@H](CC(=O)N1CCC(c3ccccc3)CC1)C2 | -0.7
CN(Cc1ccccc1)C(=O)c1cccc(NC(=O)Cc2ccc(NC(=O)C3CCN(C(=O)C4CCCC4)CC3)cc2)c1 | -1.8

Arranged by value in SENP1 FRET inh (smallest number first): some entries from above.
SMILES | SENP1 FRET inh
C=C(C)Cn1c2ccc(NC(=O)NCc3ccc(F)cc3)cc2c(=O)n1C | -0.8
CCCCNC(=O)c1nc(C2CCN(S(=O)(=O)c3ccccc3C(F)(F)F)CC2)oc1-c1ccccc1 | 1.8
COc1ccc(C(=O)N2c3cc4c(cc3C(C)=CC2(C)C)OCO4)cc1 | 2.2

Next part:
SMILES | SENP1 FRET inh
CN1C/C(=C/c2ccccc2[N+](=O)[O-])C(=O)/C(=C\c2ccccc2[N+](=O)[O-])C1 | -86.4
CCCCCCC=C1CCC(CN2CCCC2)C1=O (stereo not given) | -0.7
c1ccc(COc2cccc(-c3cc4nc(NCc5cccs5)ccn4n3)c2)cc1 | -3.6
CN(C)Cc1ccccc1-c1cccc2nccn12 | -1.1
OC(c1ccc(F)cc1)c1nc(-c2ccc(Cl)cc2)cs1 (stereo not given) | 1.1
[O-][N+](=C(c1ccccc1)c1ccccc1)c1ccccc1 | 0.3
CCN(CC)c1ncnc2c1nnn2C | 0.7
O=C(NCc1cccs1)c1csc([C@@H]2C[C@H](O)[C@@H](CO)O2)n1 | 0.1
COc1ccc(S(=O)(=O)N2CC=C(c3ccccc3)CC2)cc1OC | -8.9
CCc1nc2c(OCCc3cccc(OC)c3)cccn2c1N(C=O)Cc1ccc(OC)cc1 | -14.0
C[C@H]1CN([C@@H](C)CO)C(=O)CCCn2nncc2CO[C@H]1CN(C)C(=O)Nc1cccc(Oc2ccccn2)c1 | 0.7
COc1ccc(NC(=O)c2sc3nc(N4CCOCC4)c4c(c3c2N)CCCC4)cc1 | -17.3
COc1ccc(C2=NNC(=O)C2(C)Br)cc1 (stereo not given) | 1.4
CN(C(=O)c1cccc(NC(=O)Cc2cccc(NC(=O)C3CCN(C(=O)C4CCCCC4)CC3)c2)c1)C1CC1 | -0.1
COc1cccc(-c2ccc3c(c2)N(Cc2ccc(F)cc2)C(=O)C(C)S3)c1 (stereo not given) | 1.9
COc1ccc(-c2nc(NC(=O)c3ccco3)sc2C)cc1 | 3.3
CC(=O)Nc1ccc(SC(Sc2ccc(NC(C)=O)cc2)c2ccccc2)cc1 | 3.1
CCCCCCN1C[C@H](n2cc(-c3ccc(F)cc3)nn2)[C@@H](O)C[C@@H]1c1ccc(Cl)cc1 | 1.1
CC(C)C[C@H]1CN(CCCC[C@H]2CNC(=O)C(=O)N2CCc2ccccc2)C(=O)C(=O)N1CCc1ccccc1 | -1.4
CCOC(=O)C1CCC(=O)N1Cc1c[nH]c2ccccc12 (stereo not given) | -1.7
C#CCN(C[C@@H]1[C@@H](OC(=O)NCc2ccco2)[C@@H](OC(=O)NCc2ccco2)Cn2c(=O)n(CCCCCC)c(=O)n21)S(=O)(=O)c1ccc(C)cc1 | -1.8
CCCNC(=O)c1cc(C2CCCCN2C(=O)OC)on1 (stereo not given) | 0.0
Cc1ccc(S(=O)(=O)N2CC3(O)CN(C(=O)OC(C)C)N(C(=O)OC(C)C)CC3(OC(=O)NCC3CCCCC3)C2)cc1 (stereo not given) | 0.0
CC1ON=C(c2ccc(F)cc2)NC1=O (stereo not given) | -0.8
CCc1ccc(OC2(C)CCN(CCOc3ccc(C)cc3)C2)cc1 (stereo not given) | -1.3
COc1cc(C(=O)C(=O)N2CCN(c3ccccc3)CC2)cc2ccccc12 | -5.0
CCN1/C(=C/c2ccc3ccccc3[n+]2CCCS(=O)(=O)[O-])C=Cc2cc(C)ccc21 | 2.2
O=C1NC[C@H](CCCCN2C[C@H](Cc3ccccc3)N(CCC3CCCCC3)C(=O)C2=O)N(CCc2ccccc2)C1=O | -3.5
CC(=O)N1N=C(N)SC1c1ccc(Cl)c(Cl)c1 (stereo not given) | 2.3
COc1ccc(CCCN2CCC(CN3CCNC(=O)C3=O)CC2)cc1OC | -6.6
CCN(CC)c1ncnc2c1ncn2[C@H]1CN(Cc2ccncc2)C[C@@H](CO)O1 | 0.6
O=C(O)c1cc(Cl)c2c(c1)[C@@H]1C=CC[C@@H]1[C@H](c1ccc(S(=O)(=O)N3CCOCC3)cc1)N2 | 9.8
O=C(NC1CCCC1)C(c1ccc(F)cc1)N1CCC(O)(c2ccc(Cl)cc2)CC1 (stereo not given) | 2.7
CCOC(=O)C1=CC[C@@H](c2ccc([N+](=O)[O-])cc2)N(S(=O)(=O)c2ccc(C)cc2)[C@H]1c1ccccc1 | -0.2
Cc1cccc(C)c1N1C(=O)c2ccccc2NC(=O)C1C(=O)Nc1ccc(N2CCOCC2)cc1 (stereo not given) | 4.4
CC(C)C[C@H]1CN([C@@H](CC(C)C)CN2CCCC2CN2C(=S)NC[C@@H]2Cc2ccc(O)cc2)C(=S)N1CC1CCCCC1 (stereo not given in full) | 2.3
O=C1C=CC(=O)c2c(O)c(CO)c(CO)c(O)c21 | -13.3
Cc1cc2nc(-c3ccco3)c(Cc3cccc(F)c3)n2c(C)c1Br | -3.4
Nc1ncnc2c1ncn2C1C=C(CO)C(O)C1O (stereo not given) | 5.1
O=C(O)c1cccc2c1-c1c(cccc1[N+](=O)[O-])C2 | 2.4

Pulled by compound from above, 5 records:
SMILES | SENP1 FRET inh
O=C1C=CC(=O)c2c(O)c(CO)c(CO)c(O)c21 | -13.3
CCCNC(=O)c1cc(C2CCCCN2C(=O)OC)on1 (stereo not given) | 0.0
Nc1ncnc2c1ncn2C1C=C(CO)C(O)C1O (stereo not given) | 5.1
Cc1cccc(C)c1N1C(=O)c2ccccc2NC(=O)C1C(=O)Nc1ccc(N2CCOCC2)cc1 (stereo not given) | 4.4
O=C1NC[C@H](CCCCN2C[C@H](Cc3ccccc3)N(CCC3CCCCC3)C(=O)C2=O)N(CCc2ccccc2)C1=O | -3.5

The list goes on:
SMILES | SENP1 FRET inh
CCn1c(SCC(=O)N2CCC(C(N)=O)(N3CCCCC3)CC2)nc2ccccc2c1=O | -1.7
CC(=O)Nc1cncc(-c2ccccc2N(C)C)n1 | 2.5
CC(=O)C1C=CC(C)(C(=O)O)C2C=C(C)C(=O)C(C)(O)C12 (stereo not given) | 3.8
CN(C)c1ccc(CC(=O)N2CCCCC2c2cc(C(=O)Nc3ccccc3)no2)cc1 (stereo not given) | -2.6
COc1cc(-c2cnc3c(NC=O)cc(-c4ccc(N5CCN(C)CC5)cc4)cn23)cc(OC)c1OC | 21.1
CCN(CC)C(=O)c1cccc(-c2csc(C(NC(C)=O)c3ccccc3)n2)c1 (stereo not given) | -0.2
CCCNC(=O)C1(C)CCN(Cc2cc3ccccc3o2)C1 (stereo not given) | -1.3
O=C1CCC(C(=O)N2CCN(c3ccccc3)CC2)CN1Cc1ccc(Cl)cc1 (stereo not given) | 1.9
COc1ccc(C(CC(=O)c2ccc(C)cc2)Sc2ccccc2N)cc1 (stereo not given) | 0.5
Clc1ccc2nc(-c3ccccc3)nc(C(Cl)Cl)c2c1 | -0.4
COc1ccc2c(Cl)cc(NC(=O)Nc3c(C)cccc3C)nc2c1 | -7.8
CCC1(O)C(=O)OCc2c1cc1n(c2=O)Cc2cc3cc(O)ccc3nc2-1 (stereo not given) | -22.7
C[C@@H]1CN([C@H](C)CO)C(=O)CCCn2cc(nn2)CO[C@H]1CN(C)C(=O)Nc1ccnc(N2CCOCC2)c1 | 9.3
COc1cc(C(O)c2nc(-c3ccc(F)cc3OC)cs2)ccc1F (stereo not given) | 2.0
CC(OC(=O)[C@@H](NS(=O)(=O)c1ccccc1)C(C)C)C(=O)c1c(N)n(C)c(=O)n(C)c1=O (stereo not given in full) | 0.7
NC(=O)C12C(=O)NC(=O)C1(C(=O)O)C21CCCC1 (stereo not given) | 2.0
COc1ccc(C(C(O)C(=O)c2c[nH]c3ccccc23)N2CCN(c3ccccc3)CC2)cc1 (stereo not given) | 3.8
CC(C)(C)c1ccc(NC(=O)c2cc(C3CCCN(C(=O)CCc4ccccc4)C3)on2)cc1 (stereo not given) | 1.9
O=C(c1ccc(Cl)cc1)c1cccc(O)c1 | -1.0
COc1ccc(N2CCN(CC(=O)Nc3ccc(C)cc3Br)CC2)cc1 | -0.4
CC(C)(C)S(=O)N1Cc2cc(CO)cc(CCO)c2[C@@H]1CCO (stereo not given in full) | -3.6
O=C(C1CCCCC1)N1C[C@@H](n2cc(-c3ccc(F)cc3)nn2)[C@H](O)C[C@@H]1c1ccc(Cl)cc1 | -0.7
Cc1onc(-c2c(F)cccc2Cl)c1C(=O)Nc1ccc(S(=O)(=O)Nc2ncccn2)cc1 | 0.7
Cc1cc2c(cc1C)N(C(=O)CCl)CCN2C(=O)CCl | 1.2
Cc1cc(N2CCN(C(=O)c3ccoc3)CC2)n2nc(-c3ccccc3)cc2n1 | -1.0
c1ccc2c(c1)C1=NCCN1c1ccccc1-2 | 0.0
COc1cc[n+]([O-])cc1[N+](=O)[O-] | 1.3
FCc1nc2nc(Cl)c(Cl)nc2[nH]1 | -8.2
CSc1ncnc2c1ncn2CCCN[C@H](C)c1cccc2ccccc12 | -2.1
CN1CCN(c2cc(-c3cccc(C(=O)O)c3)nc3ccnn23)CC1 | -2.2
CC(=O)NC1CCCC(NC(C)=O)C1 (stereo not given) | -1.2
Oc1cccnc1CN1CCOCC1 | -4.7
CCCCOCCCNC(=O)C[C@@H]1C[C@@]2(C(=O)OCC)CCC=C2N(Cc2ccc3c(c2)OCO3)C1=O | 1.7
CC(C)(C)S(=O)N1Cc2cc(C(=O)NCc3ccc4c(c3)OCO4)nc(-c3cccc(-c4ccncc4)c3)c2[C@H]1CCO (stereo not given in full) | -0.3
O=C(NCCSSCCNC(=O)c1ccccc1)c1ccccc1 | -2.0
O=C(COc1nsnc1N1CCOCC1)N1CCOCC1 | -0.2
O=C(CCN1C(=O)c2ccccc2C1=O)c1ccccc1 | 2.2
C[C@@H]1CN([C@H](C)CO)C(=O)c2cc(Br)cnc2O[C@@H]1CN(C)Cc1ccc(-c2ccccc2)cc1 | 0.7
CCC1=C(CC2NCCc3ccccc32)CC2c3cc(OC)c(OC)cc3CCN2C1 (stereo not given) | 6.9
COc1ccc(/C=N\NC(=O)c2cc(O)c(O)c(O)c2)cc1CN1CCN(c2ccc(F)cc2)CC1 | -2.5
CCN1C[C@@H]2[C@@H]3C(=O)N(C)C(=O)[C@@H]3[C@](Cc3ccccc3)(C(=O)OC)N2C1=NCc1ccccc1 | 1.6
COc1cc(NS(=O)(=O)c2ccc(-n3cccn3)cc2)cc(OC)c1 | -1.2
CC(C)C(c1nnnn1C(C)(C)C)N1CCC(Cc2ccccc2)CC1 (stereo not given) | -63.9
COc1ccc(C(=O)CC(C#N)c2ccc3c(c2)OCO3)cc1OC (stereo not given) | 1.2
Cc1cc(=O)n2[nH]c(N)c(N=Nc3ccccc3)c2n1 | 1.0
Cc1nc(C)c(C(=O)C2=C(O)C(=O)N(CCCn3ccnc3)C2c2ccccc2)s1 (stereo not given) | -43.7
COc1cc(NC(=O)c2cc(S(=O)(=O)N3CCCCC3)ccc2N2CCOCC2)cc(OC)c1OC | 2.0

Some of the compounds tested (hit frequency here may not be typical).
